Bioassay records (PubChem BioAssay)
FN deposit inh = fibronectin deposition inhibition | AH1F fibroblasts, Alexa488-fibronectin deposition fluorescence, overnight | inhibition, % at 12.6 µM | 0.086% of 350,000 active | AID 743247;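 active = mean inhibition across replicates of 30% or more, regardless of how many single replicates reach that level; inconclusive = mean under 30% yet at least half of replicates reach 30%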;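 note: positive control wells lacked labelled fibronectin entirely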
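Material: AH1F fibroblast monolayer depositing Alexa488-labelled fibronectin into matrix / Amount: 10000 AH1F cells per well / Signal: fluorescence 485/525 nm / Medium: DMEM, 2% serum / Compound: single dose, pinned / Incubation: 1 h cell adhesion before compound, then overnight fibronectin incubation / Reagent: Alexa488-FN, 24 nM final / Read-out: inhibition of fibronectin deposition signal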
CFTR F508del cor = correctors of CFTR F508del function in bronchial epithelial cells. 0.36% of 350,000 active. CFBE cells, YFP halide quenching; stimulated with forskolin plus potentiator P3; % fluorescence drop versus neutral controls. activity (quench increase), % at 7.58 µM;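 active = mean added fluorescence quench of at least 8% versus neutral control, with both replicates also reaching 8%; inconclusive = only one of the mean or replicate conditions met; inactive = mean below 8% and not both replicates reaching 8%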;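 note: cells transiently co-express mutant CFTR-F508del with the halide-sensitive YFP; corrector assay measuring rescue of mutant channel to the surface after 24 h compound exposure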
miR122 inh = miR-122 inhibition in Huh7 cells; 0.3% of 340,000 active; Huh7 miR-122 Renilla luciferase sensor, 48 h; neutral wells = 0, positive control = 100; activation (reporter increase), % at 12.5 µM;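 active = mean replicate activation score at least 90 and every replicate individually at or above 90; inconclusive = only one of the two criteria met; inactive = neither criterion met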;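 note: higher luciferase means less miR-122 activity so hits act as miR-122 inhibitors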
PAX8 inh HTS = lowers PAX8-driven luciferase in RMG-I cells. RMG-I TPO-luciferase reporter, SteadyGlo, 24 h. inhibition, % at 12.6 µM. 1.2% of 360,000 active. AID 652154;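 active = mean replicate inhibition at least 60% with every replicate also reaching 60%; inconclusive = only one of the two criteria is met; inactive = mean below 60% and not all replicates reaching 60%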;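 note: luciferase light reporting Pax8 driven TPO promoter activity; plate controls were median of neutral control wells for no effect and mitoxantrone controls for full effect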
INS-1E GSIS act = GLuc luminescence reporter in INS-1E cells, primary screen for activators of glucose-dependent secretion of insulin; INS-1E GLuc reporter insulin secretion, 2-3 h; activation, % at 16.6 µM; 0.61% of 370,000 active; AID 743287;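 active = lowest replicate activation of at least 40%, so every replicate reaches that level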;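 note: 0% = median of neutral control wells and 100% = median of IBMX positive control wells; some compounds called inactive have numbers as strong as hits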
DENV2 CPE rescue = DENV2-induced cell death inhibition. DENV2-infected cells, cytopathic effect rescue, plate reader. CPE inhibition, % at 9.99 µM. 1.7% of 350,000 active. AID 651640; in the data active = CPE inhibition above about 20%, passing the limit was not always enough; inconclusive = no clear call, values can overlap the other calls; tested in BHK-21 cells;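 note: 0% = median of neutral control wells and 100% = median of positive control wells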
EWS-Fli block = EWS/Fli transcriptional activity inhibition; A673 NR0B1-luciferase reporter, viability-normalised; inhibition, % at 12.6 µM; 0.67% of 350,000 active; AID 651661;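 active = mean inhibition of at least 50% after viability correction, with every replicate also passing that limit; inconclusive = mean reaches 50% but only one of two replicates passes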;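 note: firefly luciferase signal divided by Alamar Blue viability fluorescence both relative to DMSO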
The depositor's hits bear a star; ? = inconclusive; . = no result given; [ ] = dose if it differs, or a comment.

SMILES	FN deposit inh	CFTR F508del cor	miR122 inh	PAX8 inh HTS	INS-1E GSIS act	DENV2 CPE rescue	EWS-Fli block
O=C(C[C@H]1C[C@H]2c3cc(NC(=O)CC4CC4)ccc3O[C@H]2[C@@H](CO)O1)NCc1cccc(F)c1	-2.5	3.0	-0.4[16.7 µM]	.	8.9	-2.0	1.9
COc1ccccc1NC(=O)N1CC(=O)N2[C@@H](CO)[C@@H](c3ccc(C#CC4CC4)cc3)[C@@H]2C1	.	1.2	.	-8.6	-8.0	-0.2	-7.3
COc1ccc(CN(C)C[C@H]2Oc3c(NS(=O)(=O)c4ccc(OC)cc4)cccc3C(=O)N([C@H](C)CO)C[C@@H]2C)cc1	.	0.4	22.9[16.7 µM]	.	16.9	2.3	-7.6
CCC(=O)N1CC2(CCN(S(C)(=O)=O)CC2)c2c(n(C)c3cc(OC)ccc23)[C@@H]1CO	.	2.2	.	.	12.4	4.7	4.6
COc1cc(-c2cc(=O)c3c(O)c(OC)c(OC)c(OC)c3o2)cc(OC)c1OC	.	-1.3	-1.6	.	3.8	-4.0	6.9
NC(=O)c1cc(S(=O)(=O)Nc2cccc(F)c2)co1	1.4	4.1	1.5	-1.0	8.4	5.1	-10.0
CCO[C@@H]1OC(C(=O)N2CCOCC2)=C[C@H](C)[C@H]1CCCO	1.2	1.8	.	-17.6	2.9	-5.5	-5.5
C/C=C/c1ccc([C@@H]2[C@H](CO)N(CC3CCOCC3)C23CN(S(=O)(=O)CC)C3)cc1	.	1.5	.	-7.2	-2.7	73.3*	2.6
Cc1ccc(-n2cc(CN3CCCN(C=O)CC3)c(-c3ccc(F)cc3)n2)cc1	-8.6	5.2	1.7	5.4	-38.2	-3.8	-7.7
Cc1ccccc1OCC(=O)NNC(=O)c1ccoc1C	1.0	-5.7	-2.5	-9.4	-1.0	1.1	-2.0
O=C(COC(=O)C1CC(=O)N(Cc2ccccc2)C1)Nc1ccccc1F (centres undefined)	11.5	1.0	.	22.4	-0.8	6.3	-2.0
Clc1cccc(Cl)c1CSc1nnc(-c2ccncc2)s1	-15.6	-1.2	.	36.6	-8.7	70.1*	-2.5
Clc1cccc(Cl)c1Cn1ccc(C2CC2)n1	-0.4	0.8	.	-85.3	-5.7	-2.9	-85.8
NNC(=O)c1nc(-c2ccccc2)cc(-c2ccccc2)n1	1.3	2.7	.	0.1	10.1	5.3	15.4
O=C(Cn1c(COc2ccccc2)nc2ccccc21)Nc1cc(Cl)cc(Cl)c1	.	.	-3.8	5.8	67.7*	.	-1.9
C[C@H](CO)N1C[C@H](C)[C@H](CN(C)Cc2ccccc2)Oc2ccc(NC(=O)CCCN(C)C)cc2C1=O	.	-0.3	9.5[16.7 µM]	-6.0	5.1	-0.1	-5.6
Cc1cccc(N2N=C(C(=O)Nc3nc(C)cs3)CCC2=O)c1	9.3	0.1	.	5.3	3.9	8.8	1.3
O=[N+]([O-])c1cc([N+](=O)[O-])c(Oc2c(Cl)cccc2Cl)cc1NN1CCCCC1	5.9	2.8	0.3	5.0	.	?	12.0
Cc1ccccc1NC(=O)CSc1nc2ccccc2o1	8.2	.	-1.1	.	-3.3	.	.
CCCN(C)C[C@H]1Oc2ncc(C#CCC(C)C)cc2C(=O)N([C@@H](C)CO)C[C@@H]1C	10.5	-1.1	-2.4[16.7 µM]	-2.8	-11.1	1.8	1.4
COc1ccc(NC(=O)CSc2n[nH]c(CNc3cccc(C)c3)n2)cc1	15.0	2.8	-1.3	-24.2	-5.7	10.4	-5.8
COc1cccc(NC(=O)c2cccc(Cl)c2)c1	-12.6	2.2	9.2	-149.4	-7.7	9.5	-159.1
O=[N+]([O-])c1ccc(S(=O)(=O)CC(CN2CCCCC2)N2CCCCC2)cc1 (centres undefined)	1.3	2.8	.	23.6	0.6	1.7	42.4
CC(C)c1ccc(NC(=O)C2C3C=CC4(O3)C2C(=O)N(CCCN2CCOCC2)C4C(=O)NC2CCCCC2)cc1 (centres undefined)	-0.9	-0.8	-4.2	5.6	-8.3	17.8	14.4
CC(C)(C)Nc1ncnc2c1cnn2-c1ccccc1	-1.3	-4.5	0.0	-199.0	.	3.4	-50.5
CC1(C)Oc2ccc3ccc(=O)oc3c2/C(=C/NNC(N)=S)C1=O	5.0	2.5	2.6	-10.6	9.8	2.2	13.9
CC(=O)Nc1ccc(NC(=O)CNC(=O)c2cccc(C)c2)cc1	0.9	-0.1	-2.1	-7.6	18.7	8.4	4.7
CCCn1c(NC(=O)C2CCN(C(=O)c3ccc(F)cc3)CC2)nc2ccccc21	-5.2	0.6	-3.5	.	-25.5	3.6	.
CCOC(=O)C1CCCN(C(=O)C2CCN(S(=O)(=O)CC)CC2)C1 (centres undefined)	6.1	.	2.7	.	6.0	.	.
Cc1cc(C)c(S(=O)(=O)N2CCCOC2CNC(=O)C(=O)NCCC2=CCCCC2)c(C)c1 (centres undefined)	-0.4	.	.	5.0	5.3	.	.
Cc1cc(C)c(NC(=O)C2=CCN(S(=O)(=O)c3ccc(F)cc3)CC2)c(C)c1	0.8	0.7	-4.7	23.8	7.1	-4.8	1.3
CC(Oc1ccc(Cl)cc1)C(=O)Nc1ccccc1C(=O)N1CCOCC1 (centres undefined)	-9.9	-4.0	-6.6	.	31.1	-4.8	4.3
Cc1cc(-c2ccccc2)c2c(=O)[nH][nH]c2n1	-7.7	.	-4.3	1.4	54.7	.	.
Cc1ccsc1/C=C(\CC(=O)O)c1nc2ccccc2o1	0.5	-1.5	0.9	-108.4	-5.6	14.1	-14.9
O=C(/C=C/NCc1cccnc1)C(F)(F)C(F)(F)F	0.7	-6.3	3.8	3.3	-8.7	-5.5	10.3
COc1cccc(C(=O)NCC(=O)OCC(=O)c2ccccc2)c1	-2.1	.	.	0.4	4.0	.	.
COc1ccc(-c2oc3ncnc(NCCCN(C)C)c3c2-c2ccc(OC)cc2)cc1	.	0.0	-14.4	17.1	107.4	-1.8	24.9
C[C@H](CO)N1C[C@H](C)[C@H](CN(C)Cc2cncnc2)Oc2cc(-c3cccnc3)ccc2S1(=O)=O	3.4	-1.9	7.4[16.7 µM]	.	19.5	-5.7	-4.8
CN(c1cccnc1)c1ccc(NC(=O)Cc2c[nH]c3ccccc23)cc1-c1cccnc1F	-1.2	3.1	.	3.5	-5.8	1.3	-9.0
C[C@@H]1CN([C@H](C)CO)C(=O)c2cccc(NC(=O)Nc3ccc(F)cc3)c2O[C@@H]1CN(C)Cc1ccc2c(c1)OCO2	.	0.6	-0.5[16.7 µM]	1.4	-2.1	8.1	-4.6
Cc1noc(C)c1S(=O)(=O)Nc1ccc2c(c1)CC(=O)N([C@@H](C)CO)C[C@H](C)[C@@H](CN(C)C(=O)Nc1ccccc1)O2	.	3.2	5.5[16.7 µM]	.	6.2	-0.9	-9.5
O=C(COc1ccccc1Cl)NC(=S)N1CCc2ccccc21	.	1.9	.	.	1.5	-2.3	3.3
CN1C(=O)c2cc(NS(=O)(=O)c3cccc(F)c3)ccc2OC[C@H]2O[C@H](CC(=O)NCCN3CCCCC3)CC[C@H]21	4.7	0.3	-8.3[16.7 µM]	-27.1	8.1	2.6	-1.8
CC(=O)Nc1cc(-c2cccc(F)c2)cn2c(-c3ccc(S(C)(=O)=O)cc3)cnc12	4.5	0.2	-1.9	13.8	-13.2	-3.1	6.2
O=C(O)C1CCN(S(=O)(=O)c2ccc3c(c2)OCCCO3)CC1	-12.2	-0.4	-7.8	14.4	-2.3	-1.7	4.2
CC(=O)C1=C(C)NC(SCC(=O)c2ccc(F)cc2)=C(C#N)C1CC(C)C (centres undefined)	0.5	0.4	.	-84.5	-31.5	-2.0	-32.8
CCC(CC)C(=O)Nc1c(C(=O)N2CCN(c3ccccc3)CC2)oc2ccccc12	-1.4	0.1	.	-17.9	-32.6	-3.1	.
CCCCC1(c2ccc(F)cc2)NC(=O)N(CC(=O)Nc2ccc(N3CCOCC3)cc2)C1=O (centres undefined)	2.0	1.8	14.7	23.2	-33.5	-4.7	5.7
Cc1onc(-c2ccccc2)c1-c1ccnn1S(=O)(=O)c1ccc(Cl)cc1	2.9	-1.5	.	14.0	.	5.4	2.8
CCCCCC(=O)NC(=S)NNC(=O)c1ccc([N+](=O)[O-])cc1	10.0	.	.	-13.8	23.3	2.8	6.1

As entered above.
Entry of CN1C(=O)c2cc(NS(=O)(=O)c3cccc(F)c3)ccc2OC[C@H]2O[C@H](CC(=O)NCCN3CCCCC3)CC[C@H]21 under miR122 inh: -8.3[16.7 µM]
Entry of Cc1onc(-c2ccccc2)c1-c1ccnn1S(=O)(=O)c1ccc(Cl)cc1 under CFTR F508del cor: -1.5

(cont.)
SMILES	FN deposit inh	CFTR F508del cor	miR122 inh	PAX8 inh HTS	INS-1E GSIS act	DENV2 CPE rescue	EWS-Fli block
COc1ccccc1Nc1nc(N)nc(CCl)n1	-19.3	0.1	-19.6	105.4*	13.1	-10.1	57.2*
CC[C@@]1(C(=O)OC)N[C@H](CN(C)C(=O)C2CCCCC2)[C@@H]2C(=O)N(Cc3ccccc3)C(=O)[C@@H]21	0.8	0.5	.	0.6	-8.3	?	-3.4
O=C1c2ccc(Oc3ccc([N+](=O)[O-])cc3)cc2C(=O)N1c1ccncc1	9.2	.	2.2	1.6	-7.4	-0.6	4.6
O=C(C(F)C(F)(F)F)N1CCN(c2ccccc2)CC1 (centres undefined)	.	1.6	-1.9	.	.	-13.0	7.1
COc1cccc(NC(=O)CCNS(=O)(=O)c2ccc3c(c2)CC(C)N3C(=O)C2CC2)c1 (centres undefined)	-1.3	-0.6	.	-3.6	-7.6	3.4	.
Cc1oc2c(CN3CCCCC3)c(O)ccc2c(=O)c1-c1ccc(Cl)cc1	5.8	2.1	-1.2	-4.8	-5.3	3.5	-6.3
Cc1ccc(NC(=O)COC(=O)Cn2cnc3c2c(=O)n(C)c(=O)n3C)cc1Cl	-4.6	-2.1	-0.7	24.1	-17.2	-2.8	3.3
CC1=NN(C(=S)Nc2ccccc2)C(C)(C)C1	.	.	4.7	-7.9	-4.0	-7.8	-16.2
CC(=O)N[C@@H]1CC[C@@H](CC(=O)NCc2ccc(Cl)cc2)O[C@@H]1CO	.	1.3	.	1.1	2.9	-0.7	8.7
COc1ccc(-c2nc(CN(Cc3cnn(C)c3)C(C)C)c(C)o2)c(OC)c1	-2.1	3.0	.	-3.1	-3.6	.	6.5
O=C(CN=C1NS(=O)(=O)c2ccccc21)OCC(=O)c1ccccc1	-2.2	2.8	.	-5.0	-12.7	3.4	-17.0
C[C@@H]1CN([C@H](C)CO)C(=O)c2c(c3ccccc3n2C)-c2ccccc2CO[C@@H]1CN(C)S(=O)(=O)c1ccc(C(F)(F)F)cc1	-3.5	6.7	.	92.6*	1.8	-6.3	8.9
O=C(CNC(=O)c1ccco1)NCC(=O)OCc1c(F)cccc1Cl	.	-0.4	-5.6	36.5	7.7	4.1	.
Cc1noc(C)c1S(=O)(=O)Nc1ccc2c(c1)C(=O)N([C@H](C)CO)C[C@@H](C)[C@H](CN(C)C(=O)c1ccncc1)OCCCC[C@@H](C)O2	.	-4.6	11.7[16.7 µM]	-0.7	-0.7	-1.1	-5.2
COC(=O)c1cc(S(=O)(=O)N2CCCCC2)c[nH]1	-7.2	-0.2	-2.9	-17.2	-6.0	4.5	.
O=C(CCCCCCCC(=O)NNC(=O)Nc1ccccc1)NNC(=O)Nc1ccccc1	-6.2	-3.6	.	33.9	9.0	115.2*	4.1
CNC(=O)c1c(NC(=O)c2ccc(N3C(=O)CCC3=O)cc2)sc2c1CCC(C)C2 (centres undefined)	0.7	-1.9	-3.2	-9.7	7.8	-3.9	0.2
O=C(c1ccc2c(c1)OCO2)N1CCOCC1	.	-0.7	-5.7	.	4.0	0.2	-0.5

The order is random. Share with any hit: about 3.9%.
